# Dynein cargo inh: blocks dynein driven cargo transport along microtubules | 3617.4 mouse cells, GR-EGFP nuclear translocation imaging; test concentration mostly 20 µM; stimulated with dexamethasone, 1 µM; active compounds read low | AID 1381 | 220,000 tested, 0.47% active | z-score, hits read low;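 active = plate z-score of nuclear minus cytoplasmic receptor signal below a set negative limit, without overly bright fluorescence or cell loss, cut at about -3.5 in these data, passing the limit was not always enough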;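 also: z-score of nuclear minus cytoplasmic ring GR-EGFP intensity difference per well; some compounds called inactive have numbers as strong as hits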
#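 Medium: Induction medium lacking tetracycline, stripped serum | Probe or stimulus: 1.0 µM final dexamethasone stimulus | Schedule: 48 h induction, then 1 h compound, then 30 min agonist, 37 °C | Signal: Automated 10x imaging of fixed Hoechst-stained cells | Evaluation: Per-cell GR-EGFP intensity, nucleus versus surrounding cytoplasmic ring, well-averaged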
# Salmonella PhoP GFP: PhoP-dependent GFP reporter repression – Salmonella Typhimurium, primary screen (AID 1863); S. Typhimurium PhoP-regulated promoter GFP reporter, 4 h; higher % means a stronger effect; inhibition, % at 50 µM, or IC50 in µM where a hit was titrated; 300,000 tested, 0.16% active;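 active = inhibition over 29.93%, a cutoff 3 SD above the screen mean, later confirmed by dose response; inconclusive = inhibition over 29.93% but no dose response follow-up; inactive = inhibition at most 29.93% or unconfirmed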;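 also: 0% = low Mg2+ inducing control and 100% = high Mg2+ repressing control; strong numbers were not always called active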
# Autophagy mod: modulators of autophagy; MEF GFP-LC3 puncta imaging; test concentration mostly 10 µM; calls only at 10 µM (by protocol); 190,000 tested, 0.98% active; AID 463193;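 active = percentage of spot-positive cells more than 3 SD above its plate mean, without a fluorescence outlier flag or 80% toxicity; inconclusive = no clear call, values can overlap the other calls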;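 also: spot-positive cell cutoff set from DMSO-treated cells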
# T cell HTS: T cell immune modulation candidate; 2C CD8+ T cell-vesicle binding, flow cytometry; active compounds read low; calls only at 7 µM; 330,000 tested, 0.068% active; AID 2052;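 active = response, share of CD8 T cells binding vesicles, and their 90th percentile fluorescence all below set limits, cut at about 80% in these data, passing the limit was not always enough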
#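 Material: 2C TCR transgenic mouse naive CD8+ T cells, MACS-purified. Also added: QL9-charged Drosophila Ld/ICAM-1/B7-1 vesicles. Timing: binding 1.5 h at 37 °C. Measured by: high-throughput flow cytometry with anti-B7-1 and anti-CD8 staining. Read-out: percent CD8+ FL2 mean versus row control. Controls: Unloaded micro-vesicles (low), QL9 vesicles with 0.7% DMSO (high).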
# bCat nuc transl: beta-catenin nuclear translocation modulation; 190,000 tested, 0.3% active; nuclear translocation activity, % at 5 µM; AID 1665; HeLa beta-catenin nuclear translocation, immunofluorescence imaging;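 active = nuclear translocation activity above 50% at 5 µM, with a well cell count of 50 or more; inconclusive = wells under 50 cells across six images, flagged as toxic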;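 also: per-cell ratio of nuclear to cytoplasmic median beta-catenin stain intensity; plate controls were DMSO negative control for no effect and GSK-3 inhibitor IX positive control for full effect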
#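 System: HeLa cells, endogenous beta-catenin; compound dosing: 5 µM primary single dose, 0.1% DMSO, 0.02–20 µM confirmation series; incubation: 24 h compound exposure at 37°C, 5% CO2; signal: beta-catenin immunofluorescence imaging with DAPI; evaluation: % activation, nuclear-to-cytoplasmic median beta-catenin signal ratio per cell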
# MT stabilizer: microtubule stabilization, imaging screen; % tubulin-high responders, % at 10 µM; HeLa tubulin immunostaining HCS, 24 h; share of cells brighter than vehicle mean+2SD; AID 2205; 200,000 tested, 0.83% active;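 active = plate Z-score above 3 for both tubulin-high and condensed-nucleus cell shares, with cell loss under 80%, at 10 µM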;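 also: anti alpha tubulin signal scored within the nucleus-defined area of each cell; some results filed as inactive read as strong as hits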
# Hep lipid drop: hepatic lipid droplet formation modulation; AML12 mouse hepatocytes, oleate lipid droplets, BODIPY imaging; inhibition, % at 6.5 µM; 240,000 tested, 0.4% active;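 active = lipid droplet intensity inhibited by at least 50%, with more than 500 cells counted; inconclusive = wells with under 300 cells, treated as cytotoxic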
#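 Assay system: AML12 mouse liver cells | Compound: 6.5 µM single-point dosing | Schedule: Overnight exposure | Technique: Fluorescence imaging, 20x objective, two fields per well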
# Insulin prom up: MIN6 insulin promoter up-regulation; MIN6 insulin promoter-GFP reporter, high-content imaging; active compounds read high; z-score at 5 µM; 190,000 tested, 0.3% active; AID 1625;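 active = z-score above 3 at 5 µM with at least 500 cells counted in the well; inconclusive = wells under 500 cells, flagged as cytotoxic or low count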
# CSM14.1 death rescue: protection against thapsigargin-triggered cell killing – 384-well, CSM14.1, ATP luminescence, primary screen (AID 1222) | cellular ATP content (survival), % at 20 µM, or EC50 in µM where a hit was titrated | CSM14.1 thapsigargin-induced death rescue, ATP luminescence; higher % means a stronger effect | 190,000 tested, under 10 active;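 active = EC50 below 50 µM in the dose-response confirmation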;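 also: death triggered by thapsigargin at about 15 µM added after 2 h compound pretreatment; cell ATP read after overnight thapsigargin exposure of roughly 18 to 22 hours; normalized against plate controls of thapsigargin alone and 5% DMSO vehicle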
# Dynein cargo inh cytoplasmic EGFP: further read-out of Dynein cargo inh, marked with its call; z-score; measured here: cytoplasmic GR-EGFP intensity; active compounds read high
# Dynein cargo inh nuclear GR-EGFP: further read-out of Dynein cargo inh, marked with its call; z-score; measured here: nuclear GR-EGFP intensity;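 lower value marks the stronger effect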
# Dynein cargo inh cell count: also measured in Dynein cargo inh; calls as there; z-score; measured here: cell count per field
# Insulin prom up cell count: second read-out of Insulin prom up, no call of its own (marks repeat the call); cell count; measured here: cytotoxicity, nuclei count;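 total cells summed across four imaged fields per well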
# Hep lipid drop cells 6.5 µM: further read-out of Hep lipid drop, marked with its call; cell count; measured here: cell count, cytotoxicity flag;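 cells counted across two imaged fields per well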
# bCat nuc transl cell count 5 µM: recorded beside bCat nuc transl, whose call it bears; cell count; measured here: cell count, cytotoxicity flag
# T cell HTS vesicle-bound %: further read-out of T cell HTS, marked with its call; double positive events, %; measured here: CD8+ vesicle-bound cell fraction;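 binding gate set so that unloaded-vesicle control wells show 10% double positive cells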
# MT stabilizer Hoechst-high %: second read-out of MT stabilizer, no call of its own (marks repeat the call); % Hoechst-high responders; measured here: nuclear condensation Hoechst responders;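 share of cells brighter than vehicle mean plus two SD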
# MT stabilizer cytotoxicity %: also measured in MT stabilizer; calls as there; toxicity, %; measured here: cytotoxicity by cell density;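 0% = mean cell density of plate MIN control wells and 100% = no cells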
# Autophagy mod cell loss 18 h: recorded beside Autophagy mod, whose call it bears; toxicity, %; measured here: cell loss, nuclei count;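 cell loss after 18 h compound exposure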
# * marks the source's active call; other numbers are inactive results; i = inactive; u = inconclusive; x = no result given. Random draw from the library (roughly 3% active in at least one column).
SMILES,Dynein cargo inh,Dynein cargo inh cytoplasmic EGFP,Dynein cargo inh nuclear GR-EGFP,Dynein cargo inh cell count,Salmonella PhoP GFP,Autophagy mod,Autophagy mod cell loss 18 h,T cell HTS,T cell HTS vesicle-bound %,bCat nuc transl,bCat nuc transl cell count 5 µM,MT stabilizer,MT stabilizer Hoechst-high %,MT stabilizer cytotoxicity %,Hep lipid drop,Hep lipid drop cells 6.5 µM,Insulin prom up,Insulin prom up cell count,CSM14.1 death rescue
Cc1ccc2nc(SCC(=O)Nc3ccc(F)cc3F)[nH]c2c1,0.099,-0.24,-0.15,0.44,5%,i,25,i,55,-4.9,1025,1.5,1.6,1.5,-18,620,-0.35,1475,-0.8%
COc1ccc(C(=O)NCc2ccc(N3CCN(C(=O)OC(C)(C)C)CC3)cc2)cc1,x,x,x,x,7%,i,8,i,30,-3.2,1059,1.8,1.7,8.5,-6,638,-0.03,1944,-0.9%
CCOC(=O)N1CCN(C(=O)C(NC(=O)c2ccc(CC)cc2)C(C)C)CC1 (stereo unspecified),0.054,-0.19,0.35,0.26,29%,i,1,i,55,x,x,2.3,1.8,5.1,-9,731,x,x,-0.1%
COc1ccc(CCN2CCC(Nc3nc4ccccc4n3Cc3ccc(F)cc3)CC2)cc1,1.3,-0.17,0.87,0.086,9%,i,26,i,64,5.2,426,17,6.1,24,-62,576,x,x,-5.9%
O=c1ncn(-c2cccc(F)c2)c2ncccc12,-0.72,-0.28,-0.43,1.5,-4%,i,-1,i,24,-5.6,1134,2.4,3.8,9.3,1,716,x,x,-0.8%
COC(=O)CNC(=O)COC(=O)c1cc(F)c(F)cc1Cl,-0.57,-0.15,-0.31,0.25,-2%,i,4,i,20,-3.6,1162,2.6,1.8,3.2,13,808,0.85,927,-1.8%
O=C(NCCC1=CCCCC1)C1CCC(CNc2c(N3CCCC3)c(=O)c2=O)CC1 (stereo unspecified),1.3,-0.065,1.1,-2.2,-3%,x,x,i,28,1.1,1289,x,x,x,10,687,-0.08,947,x
COc1ccc2nc(SCC(=O)Nc3c(C)cc(C)cc3C)[nH]c2c1,-0.15,-0.14,-0.22,-0.14,-7%,i,-1,i,58,0.7,1353,3.7,1.5,6.3,x,x,0.37,1622,-2.7%
CSc1nc(-c2ccccc2)nc(NC(C)=O)c1C(C)=O,0.97,-0.27,0.76,-0.86,3%,i,9,i,47,0.2,1061,3.3,2.2,7.7,2,659,0.03,1209,-0.2%
Cc1ccc(NS(=O)(=O)c2ccc(CCC(=O)NCCCOC(C)C)cc2)cc1,-0.39,-0.086,-0.38,-0.17,0%,i,-18,i,46,x,x,2.2,2.5,7.2,-31,668,0.91,1175,-1.1%
O=C(OCC#CCSc1nc2ccccc2o1)c1cc2ccccc2o1,0.62,-0.26,0.65,0.28,1%,i,1,i,29,-1.2,1120,2.7,1.7,9.3,-1,723,0.43,1058,-1.0%
c1ccc2c(c1)OCC(CNc1ncnc3sccc13)O2 (stereo unspecified),0.66,-0.25,0.24,-0.33,14%,i,2,i,50,-0.7,1178,2.8,1.8,0.1,-13,476,u,x,1.5%
COc1ccc(C2=NOC(C(=O)Nc3cccnc3)C2)cc1 (stereo unspecified),-0.76,-0.19,-0.57,0.025,11%,i,10,i,49,x,x,2.7,2.0,6.8,2,751,x,x,1.3%
Nc1nccc(/C=C/c2c(Cl)cccc2Cl)n1,-0.43,-0.26,-0.12,0.18,-19%,x,x,i,30,-1.3,1264,x,x,x,-29,643,0.11,1069,x
CC(C)CC(=O)N1CCN(S(C)(=O)=O)CC1,0.1,-0.22,0.28,0.36,5%,i,-1,i,18,-0.5,663,2.4,2.9,11,x,x,-0.01,1237,-1.0%
CC(=O)Nc1cccc(Oc2ccc(-c3noc(C)n3)cc2)c1,-1.1,3.2,0.08,0.69,-7%,i,-5,i,32,x,x,2.0,1.6,9.3,-4,697,-0.08,1242,-1.5%
CN(C)c1ccc(/C=C2\C(=N)N3C(=NC2=O)Sc2cc(S(C)(=O)=O)ccc23)cc1,-0.86,0.78,0.071,0.057,-25%,x,x,i,50,1.5,1255,x,x,x,-2,727,x,x,x
O=C1C2Sc3[nH]c(=O)sc3C(c3ccccc3)C2C(=O)N1c1ccc(Cl)cc1 (stereo unspecified),-0.66,-0.26,-0.58,1.1,16%,i,-6,i,37,0.9,1282,3.7,1.6,3.8,x,x,-0.24,1640,3.7%
CCOc1ccc(NC(=O)CNC(=O)c2ccc(OC)cc2)cc1,0.014,-0.22,0.44,-0.042,-4%,i,-14,i,48,6.2,808,3.9,1.7,8.6,1,680,0.26,1473,1.4%
Cc1cnc(C(=O)OCc2ccc(COC(=O)c3cnc(C)cn3)cc2)cn1,0.35,-0.32,0.45,-0.19,-6%,i,22,i,49,-2.5,1063,7.1,2.4,6.2,2,692,-0.19,1296,x
O/N=C/c1cccn1-c1ccc(O)cc1,-0.46,-0.2,-0.19,0.91,10%,i,-10,i,51,4.6,923,2.3,2.0,9.1,x,x,0.68,1178,-2.8%
Cc1cc(C)c(OCCOCCN2CCNCC2)c(C)c1,-0.61,-0.21,-0.11,0.26,10%,i,-8,i,26,x,x,3.1,2.4,9.1,14,757,x,x,-0.8%
NC(=O)C1CCCNC1 (stereo unspecified),-0.55,-0.74,0.034,-0.18,-2%,x,x,i,57,0.1,1129,x,x,x,0,698,1.2,702,x
COC(=O)c1ccc(OC(C)C(=O)c2ccc(C)cc2)cc1 (stereo unspecified),-0.88,-0.33,-0.61,0.87,-9%,i,1,i,54,x,x,2.7,3.4,5.7,11,634,-0.58,1319,1.1%
O=C1CCc2cc(S(=O)(=O)N3CCC(C(=O)Nc4nccs4)CC3)ccc2N1,-0.065,-0.2,0.25,-0.36,2%,x,x,i,52,1.4,1155,6.1,1.9,3.7,3,699,-0.74,1535,x
O=C(COc1ccc(OCc2ccccc2)cc1)NN=C1CCCC1,0.41,-0.18,0.13,-0.68,-10%,i,10,i,33,-0.7,1151,1.6,2.4,9.5,8,715,0.11,1251,x

# By substructure, the entries above with an aryl methoxy group
SMILES,Dynein cargo inh,Dynein cargo inh cytoplasmic EGFP,Dynein cargo inh nuclear GR-EGFP,Dynein cargo inh cell count,Salmonella PhoP GFP,Autophagy mod,Autophagy mod cell loss 18 h,T cell HTS,T cell HTS vesicle-bound %,bCat nuc transl,bCat nuc transl cell count 5 µM,MT stabilizer,MT stabilizer Hoechst-high %,MT stabilizer cytotoxicity %,Hep lipid drop,Hep lipid drop cells 6.5 µM,Insulin prom up,Insulin prom up cell count,CSM14.1 death rescue
COc1ccc(C(=O)NCc2ccc(N3CCN(C(=O)OC(C)(C)C)CC3)cc2)cc1,x,x,x,x,7%,i,8,i,30,-3.2,1059,1.8,1.7,8.5,-6,638,-0.03,1944,-0.9%
COc1ccc(CCN2CCC(Nc3nc4ccccc4n3Cc3ccc(F)cc3)CC2)cc1,1.3,-0.17,0.87,0.086,9%,i,26,i,64,5.2,426,17,6.1,24,-62,576,x,x,-5.9%
COc1ccc2nc(SCC(=O)Nc3c(C)cc(C)cc3C)[nH]c2c1,-0.15,-0.14,-0.22,-0.14,-7%,i,-1,i,58,0.7,1353,3.7,1.5,6.3,x,x,0.37,1622,-2.7%
COc1ccc(C2=NOC(C(=O)Nc3cccnc3)C2)cc1 (stereo unspecified),-0.76,-0.19,-0.57,0.025,11%,i,10,i,49,x,x,2.7,2.0,6.8,2,751,x,x,1.3%
CCOc1ccc(NC(=O)CNC(=O)c2ccc(OC)cc2)cc1,0.014,-0.22,0.44,-0.042,-4%,i,-14,i,48,6.2,808,3.9,1.7,8.6,1,680,0.26,1473,1.4%

# Screens deposited in PubChem by several laboratories.
